D1 PAM – potentiators of human D1 dopamine receptor | HEK293 TREx D1 cells, calcium flux, dopamine EC20 potentiation | potentiation, % at 10 µM | actives 0.036% (n = 360,000) | AID 504651; in the data active means potentiation above about 30%; further: 0% is about no effect
Target sequence (P21728 whole entry, looked up): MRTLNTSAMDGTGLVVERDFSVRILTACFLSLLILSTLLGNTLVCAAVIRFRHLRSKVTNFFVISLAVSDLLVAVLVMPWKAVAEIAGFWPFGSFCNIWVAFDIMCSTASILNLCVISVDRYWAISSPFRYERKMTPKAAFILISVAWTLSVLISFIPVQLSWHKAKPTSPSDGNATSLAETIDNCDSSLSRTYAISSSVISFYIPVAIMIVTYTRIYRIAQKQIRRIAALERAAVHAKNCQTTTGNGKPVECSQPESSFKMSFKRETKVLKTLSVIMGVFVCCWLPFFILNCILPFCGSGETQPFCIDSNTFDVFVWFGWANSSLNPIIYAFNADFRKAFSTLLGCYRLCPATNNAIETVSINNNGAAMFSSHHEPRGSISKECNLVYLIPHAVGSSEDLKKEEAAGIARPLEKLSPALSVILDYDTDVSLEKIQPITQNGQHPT
D2 antag – antagonists of human D2 dopamine receptor. P14416. HEK293 TREx D2 cells, calcium flux, dopamine EC80. inhibition, % at 10 µM. actives 2% (n = 340,000). AID 485344; in the data active means inhibition above about 30%; further: 0% is about no effect
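HEK293 T-REx D2 cells, tet-induced, calcium dye no-wash. Cpd pintool add, 180 s kinetic, then EC80 DA, 180 s kinetic. Ca flux read.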
D1 agonist – human D1 receptor agonism | HEK293 T-REx D1 cells, calcium flux, agonist mode | activation, % at 2 µM | actives 1% (n = 360,000) | AID 504660; further: 0% is about no effect
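Tetracycline-induced HEK293 TREx D1 cells, force-coupled to calcium signalling, were dye-loaded with a no-wash calcium kit. Compound was pin-added after a 10 s baseline. Fluorescence was read kinetically at 1 cycle/s for 180 s, with calcium rises flagged as agonism.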
TRHR agonist – agonists of human TRH receptor. TRHR cells, calcium flux fluo-8, FDSS agonist mode. P34981. actives 0.18% (n = 360,000). activation, % at 2 µM; further: 0% is about no effect
Target sequence (P34981 whole entry, looked up): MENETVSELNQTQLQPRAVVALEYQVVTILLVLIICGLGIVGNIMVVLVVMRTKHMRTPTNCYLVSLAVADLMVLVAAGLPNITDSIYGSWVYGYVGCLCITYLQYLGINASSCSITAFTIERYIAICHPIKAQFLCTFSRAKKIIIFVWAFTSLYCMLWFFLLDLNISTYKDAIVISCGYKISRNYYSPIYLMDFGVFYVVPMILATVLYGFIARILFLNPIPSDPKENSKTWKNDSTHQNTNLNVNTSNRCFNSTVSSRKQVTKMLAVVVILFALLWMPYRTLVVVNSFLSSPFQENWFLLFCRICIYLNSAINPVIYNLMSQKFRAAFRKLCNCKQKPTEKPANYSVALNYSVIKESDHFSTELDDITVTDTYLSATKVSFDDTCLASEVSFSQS
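In this calcium-flux screen, cells bearing human TRHR are dye-loaded with fluo-8, baselined for 10 cycles, then exposed to library compounds; positive kinetic calcium responses during the agonist phase mark hits, with TRH as control.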
RXFP1 antag – RXFP1 (human) relaxin receptor antagonism | Q9HBX9 | activity change, negative = inhibition, % at 57.5 µM | HEK293-RXFP1, relaxin-stimulated cAMP HTRF, 30 min; stronger effect = lower value | actives 0.59% (n = 350,000);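 active means activity change of -60% or lower, but not beyond a set lower limit; inconclusive means change between -60% and -40%, or beyond the set limit; inactive means change above -40%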; further: on the % scale 0 is the no-effect control and ±100 the full control effect
TRHR enhancer – allosteric enhancers of human TRH receptor | P34981 | TRHR cells, fluo-8 calcium fluorescence, EC20 TRH enhancement | enhancement, % at 2 µM | actives 0.66% (n = 360,000); in the data active means enhancement above about 30%; further: 0% is about no effect
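TRHR-expressing cells loaded with fluo-8 calcium dye were read kinetically (ex 480/em 530) during compound addition, then stimulated with an EC20 of TRH (10 nM final). Enhancement of the Gq-mediated intracellular calcium response was scored.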
D1 antagonist – blocks dopamine activation of the human D1 receptor; HEK293 TREx D1 cells, calcium flux, dopamine EC80; stronger effect = lower value; activity change, negative = inhibition, % at 10 µM; actives 3.2% (n = 360,000); AID 504652; in the data active means activity change below about -30%; further: on the % scale 0 is the no-effect control and ±100 the full control effect
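Compound effects on dopamine-evoked calcium signalling were measured in tetracycline-induced HEK293 Trex D1 cells. Dopamine at EC80 followed a 180 s compound pre-read, and fluorescence was tracked kinetically for 180 s more.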
D2 PAM – positively modulates the human D2 dopamine receptor allosterically; P14416; HEK293 T-REx D2, calcium flux, EC20 dopamine potentiation; potentiation, % at 10 µM; actives 0.34% (n = 340,000); AID 485347;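 active means potentiation over 3 SD above the plate norm, cut at about 30% in these data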; further: 0% is about no effect
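Calcium flux readout, no-wash dye, 1 read/s. Inducible HEK293 Trex D2 line, overnight 30 C. Compound alone 180 s (agonist flags), then EC20 dopamine, another 180 s to score potentiation.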
D2 agonist – activates the human D2 dopamine receptor | P14416 | HEK293 T-REx D2 cells, calcium flux agonist mode | activation, % at 2 µM | actives 0.53% (n = 340,000) | AID 485358;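 active means activation over 3 SD above normal in the single-dose calcium agonist read, cut at about 30% in these data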; further: 0% is about no effect
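HEK293 Trex D2 cells, tetracycline-induced, o/n 30 C 5% CO2; no-wash Ca dye, RT 30–90 min; 10-cycle baseline, 23 nl cpd added, kinetic Ca read 180 s; agonist hits = positive Ca response.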
Numbers without * were called inactive; ? = inconclusive; / = not tested or not shown. Unless noted, no stated cut-off is given here; in the data, active means activation above about 30%; inactive means the rest.

The line under a structure holds: D1 antagonist, D1 agonist, TRHR enhancer, D1 PAM, RXFP1 antag, D2 PAM, TRHR agonist, D2 antag, D2 agonist
- COc1ccccc1N1CCN(C(=O)c2sc3nc(-c4ccccc4)cn3c2C)CC1
 : 5.1, 3.9, -7.5, -2.8, -23.4, 5.5, 0.4, 19.1, 0.0
- O=C1c2ccccc2S(=O)(=O)N1CC1CC(c2ccccc2)=NO1 (configuration not stated)
 : -33.6*, -0.1, -5.3, -6.0, 4.2, -9.3, -0.9, 11.8, 0.4
- COc1ccc(C2=NOC(Cn3c(Cc4ccc(Cl)cc4)nc4c3c(=O)n(C)c(=O)n4C)C2)cc1 (configuration not stated)
 : -6.3, 0.2, 5.2, 5.5, 7.6, -5.0, 0.1, -4.2, 0.5
- CCOCC(=O)Nc1nc2ccc(C)cc2s1
 : 0.8, 2.2, -1.4, -2.6, -6.9, 5.7, -0.6, 14.5, -0.3
- CCCCNC(=S)Nc1ccc(OC)nc1
 : 7.5, 0.0, 6.3, -6.7, 1.4, -2.1, 0.2, -7.7, 2.0
- O=C(CSc1nnc2ncccn12)Nc1cccc2ccccc12
 : -28.5, 4.0, -8.6, -4.5, 0.8, 14.8, 1.0, 4.7, 1.3
- Cc1ccc(SCc2cn3ccccc3n2)cc1
 : -17.3, 0.5, -3.1, -4.8, -9.8, 4.6, -1.2, /, /
- COc1ccccc1N1CCN(C(=O)c2cc3c(=O)oc4ccc(C)cc4c3s2)CC1
 : -3.7, -0.2, 3.0, -3.9, /, 3.2, -0.4, /, -1.4
- Cn1c(N)c(C(=O)COC(=O)c2nc(Cl)ccc2Cl)c(=O)n(C)c1=O
 : -7.1, 1.5, 14.3, 9.6, 11.9, -6.7, 0.4, -37.5, 2.1
- O=C(CSc1oc(-c2ccc(F)cc2)nc1S(=O)(=O)c1ccccc1)NC1CCCCC1
 : 2.9, -0.9, -0.1, 0.3, -13.3, -4.2, -0.1, /, -0.2
- O=C(NCC(c1ccc2c(c1)OCO2)N1CCN(c2ccccc2)CC1)C(=O)Nc1ccccc1 (configuration not stated)
 : -1.7, 1.5, 1.8, -0.2, -3.6, -19.1, 0.4, /, /
- COc1ccc(-c2nc(CS(=O)CC(=O)NCc3ccccc3Cl)c(C)o2)cc1OC (configuration not stated)
 : -13.3, 1.1, 4.0, 0.5, -22.1, 2.9, 0.1, /, -0.4
- O=c1c2ccccc2nnn1Cc1cccc2ccccc12
 : 15.4, 2.9, -1.9, -2.8, -7.7, 4.2, -0.4, -20.4, 0.5
- CC(C)(C)c1ccc(S(=O)(=O)N2C=CC(C(F)(F)F)=NCC2)cc1
 : /, 2.1, -9.2, -3.5, -8.5, -0.1, 0.2, /, /
- CCCN1C(=O)C(Cc2nc3ccccc3c(=O)n2CC)c2ccccc21 (configuration not stated)
 : 10.8, 0.9, -3.9, 3.4, -9.7, /, -0.3, /, 0.2
- CCN(CC)CCSc1nc(O)c(-c2ccccc2)c(=O)[nH]1
 : 8.3, 3.6, -1.6, 0.0, -1.2, -3.5, 0.0, 5.7, 0.1
- Cc1cc(OCC(=O)N[C@@H](CSCc2ccccc2)C(=O)O)c2c(C)c(C)c(=O)oc2c1
 : 1.0, -0.9, 40.8*, 5.8, /, /, -0.1, /, /
- COc1ccc(CC(=O)NNC(=O)c2cccnc2)cc1OC
 : 3.6, 27.2, 8.9, 4.8, 4.0, 6.7, 0.7, -4.9, -1.2
- N/C(=N\OS(=O)(=O)c1cccc([N+](=O)[O-])c1)c1ccncc1
 : 12.0, 1.9, -0.8, 2.9, -1.2, -2.6, 0.0, -3.4, 0.6
- COC(=O)c1[nH]c(C)c(/C(O)=C2\C(=O)C(=O)N(CCN(C)C)C2c2ccc(C)o2)c1C (configuration not stated)
 : -2.3, 2.1, 3.4, -1.3, 15.0, -19.6, 0.6, 7.7, 0.9
- COc1ccc(NC(=O)CSC2=Nc3ccccc3C3=NC(CC(=O)NCc4ccco4)C(=O)N23)cc1 (configuration not stated)
 : -2.0, -1.5, -3.6, -0.2, -35.2, 0.2, -0.1, /, -0.1
- O=C(Nc1ccc(C(F)(F)F)cc1[N+](=O)[O-])O[C@H]1[C@H](Cc2ccccc2)NS(=O)(=O)[C@H]2C[C@@H]3C=C[C@]12O3
 : /, -1.3, -0.1, 2.9, /, -22.6, 0.4, -3.2, 44.3*
- COC(=O)C(CCSC)NC(=O)c1cc2c(n(-c3ccc(C)cc3)c1=O)CC(C)(C)CC2=O (configuration not stated)
 : 0.9, -2.8, -5.8, -1.4, /, -5.7, 0.6, /, 1.1
- O=C(NCCN1CCOCC1)c1cnn2c(-c3ccccc3)cc(-c3ccccc3)nc12
 : -7.9, -0.2, 2.8, 0.3, 6.7, 5.9, 0.3, -2.3, -0.3
- CN(Cc1ccccc1)C(=O)N[C@@H](Cc1ccccc1)C(=O)O
 : -2.8, 0.3, 0.1, -5.0, -14.9, -6.0, 0.4, 0.5, -0.9
- CCn1c(=NC(=O)C2COc3ccccc3O2)sc2c(OC)ccc(OC)c21 (configuration not stated)
 : -13.5, 1.8, 14.5, -2.9, 4.9, 13.2, 0.3, -10.0, 0.6
- CC(=O)NC(Cc1ccccc1)C(=O)OCC(=O)c1ccccc1 (configuration not stated)
 : 13.0, 0.1, -1.7, -3.9, 5.5, 9.7, 0.7, 20.1, 0.6
- COc1ccccc1NC(=O)COc1ccc(Br)cc1CNCCCN1CCOCC1
 : /, 2.7, -5.2, -4.2, -1.0, -1.8, 0.7, -27.0, -0.9
- O=C(Cc1ccc(NC(=O)N2CCSc3ncccc32)cc1)NCc1cccc(Cl)c1
 : -7.1, 1.3, 7.4, -3.0, -13.1, 1.4, 0.0, /, 0.3
- COC(=O)c1ccc(Cc2ccccc2)o1
 : -5.4, -2.7, 5.9, 0.9, /, 6.9, 0.3, -18.3, -0.8
- CC1CN(/C=C/C=O)C(C)CC1OC(=O)c1ccccc1 (configuration not stated)
 : -24.8, 5.5, 4.4, 1.6, 4.4, -8.0, 1.0, -11.6, -0.1
- COc1ccccc1NC(=O)CNC(=O)c1ccc(Br)o1
 : 5.8, 0.8, 1.3, -2.4, 11.7, 0.8, 0.3, -7.4, 1.1
- Cc1ccc[n+](CC(=O)Nc2ccc([N+](=O)[O-])cc2)c1
 : -2.6, 14.7, -2.6, 5.8, 2.3, -0.7, -0.4, /, /
- CCN(CC)S(=O)(=O)c1ccc(N2CCOCC2)c(NC(=O)C2COc3ccccc3O2)c1 (configuration not stated)
 : -3.1, 0.8, 2.5, -1.5, -4.5, 3.5, 0.5, 3.7, -0.3
- CCOC(=O)c1cc2c(=O)n3ccccc3nc2n(Cc2ccco2)c1=NC(=O)c1cccc(Br)c1
 : -4.0, 1.5, 18.2, 0.5, -12.7, -10.9, 2.8, /, 0.4
- CCOC(=O)c1c(C)c(C(=O)OCC)n(C)c1C
 : 5.1, 0.7, -6.6, -5.8, -2.1, 9.9, -1.8, 14.8, -1.9
- CC(=O)Nc1ccc(NC(=O)CCn2c(=O)oc3ccccc32)cc1
 : 0.7, 2.1, 13.3, 1.1, 3.1, -1.1, 0.7, -17.1, 0.4
- COc1cccc(C2/C(=C(/O)c3ccncc3)C(=O)C(=O)N2CCCN(C)C)c1 (configuration not stated)
 : -21.5, 2.6, 5.7, -3.9, /, 7.5, 0.5, -6.1, 0.8
- COc1ccc(C(=O)NCC(c2ccc3c(c2)OCO3)N2CCOCC2)cc1OC (configuration not stated)
 : 14.9, 0.7, 2.9, -0.1, -10.9, -5.2, 0.7, /, 1.4
- CCCCCNC(=O)C1CCC(Cn2c(=S)[nH]c3ccccc3c2=O)CC1 (configuration not stated)
 : 2.2, 1.3, 3.9, 0.3, ?, /, -0.2, 2.4, -0.8

2 entries from above, set out differently:
SMILES: CC1CN(/C=C/C=O)C(C)CC1OC(=O)c1ccccc1 (configuration not stated)
  D1 antagonist: -24.8
  D1 agonist: 5.5
  TRHR enhancer: 4.4
  D1 PAM: 1.6
  RXFP1 antag: 4.4
  D2 PAM: -8.0
  TRHR agonist: 1.0
  D2 antag: -11.6
  D2 agonist: -0.1

SMILES: Cc1cc(OCC(=O)N[C@@H](CSCc2ccccc2)C(=O)O)c2c(C)c(C)c(=O)oc2c1
  D1 antagonist: 1.0
  D1 agonist: -0.9
  TRHR enhancer: 40.8*
  D1 PAM: 5.8
  RXFP1 antag: /
  D2 PAM: /
  TRHR agonist: -0.1
  D2 antag: /
  D2 agonist: /

Following part:
The line under a structure holds: D1 antagonist, D1 agonist, TRHR enhancer, D1 PAM, RXFP1 antag, D2 PAM, TRHR agonist, D2 antag, D2 agonist
- Cc1ccc(-c2nnc(N3CCCCCC3)c3ccccc23)cc1
 : -0.8, 11.8, -8.1, -4.7, -15.4, -9.5, -0.1, 11.3, 0.8
- COc1cc(/C=C/C(=O)O)cc(S(=O)(=O)Nc2ccc3nc(C)sc3c2)c1OC
 : 8.9, 1.9, 2.5, 3.0, -13.7, -5.6, 0.6, -0.1, 1.0
- CC(C)(C)NC(=O)c1ccc2nccnc2c1
 : -4.2, 3.0, -1.3, 6.5, -5.8, 2.2, 0.0, 4.0, -0.5
- O=C(CSc1nnc(CNC(=O)c2ccc(F)cc2)o1)c1ccccc1
 : -31.0*, 4.3, -5.0, -9.7, -20.8, -8.4, -0.8, -26.4, -0.8
- COc1ccc(-n2c(-c3cccc(C)c3[N+](=O)[O-])n[nH]c2=S)cc1
 : -0.7, -0.2, 4.9, -5.7, -5.3, 9.8, -0.8, -2.5, 0.3
- COc1cccc(/C=N/NC(=O)c2cnn(-c3ccccc3)c2N)c1
 : -13.8, 0.3, -6.6, 0.7, -3.6, -5.5, -0.6, -9.1, -0.2
- Cc1ccccc1NC(=O)Cc1nc(CSc2nnc(C3CCCCC3)n2N)cs1
 : -4.3, -0.1, 10.2, -4.3, -10.8, /, -1.0, /, /
- O=C(CSc1ccccc1C(=O)N1CCN(c2ccccc2)CC1)N1CCCC1
 : -43.9*, 0.3, 2.6, -9.5, 4.0, 18.6, -0.4, 22.3, 9.5
- COc1ccc(/C=N/NC(=O)c2cc(OC)c(OC)c(OC)c2)cc1CN1CCc2cc(OC)c(OC)cc2C1C (configuration not stated)
 : -4.9, 2.5, 19.7, -2.4, -16.7, 19.7, -0.5, -10.5, -0.5
- COc1ccc(C2=Nc3cccc4cccc(c34)N2)cc1
 : 1.1, 4.2, 8.0, 3.2, -3.9, -0.7, -0.1, 3.2, -1.6
- CCOc1ccccc1Nc1nc(N)nc(CN2CCCCC2C)n1 (configuration not stated)
 : -15.2, 2.2, -1.8, -5.6, -3.2, /, 0.5, /, /
- COC(=O)CCCC(=O)N1CCC(CCC(=O)NC2CC2)CC1
 : 0.0, 1.3, 4.0, -2.2, 10.6, 1.2, 0.1, -6.1, 0.8
- COc1cccc(S(=O)(=O)NCc2ccc(C(=O)NCC3CCCO3)cc2)c1 (configuration not stated)
 : 2.8, 4.3, 4.4, -0.2, -4.7, /, 0.8, -18.0, 1.3
- COc1ccc(NC(=O)COC(=O)C2CCN(S(=O)(=O)c3ccccc3)CC2)cc1Cl
 : -14.2, 5.9, -0.4, -4.5, -12.1, 9.4, -0.2, -11.3, 0.9

Source: PubChem (National Center for Advancing Translational Sciences (NCATS))

An unsorted share of the library; about 7.3% have a hit in one of these screens.
